Bioassay records: PubChem BioAssay, several laboratories
VIM-2 inhibitor – VIM-2 metallo-beta-lactamase inhibitors, primary screen, biochemical, epi-absorbance readout, Pseudomonas aeruginosa enzyme; purified VIM-2, nitrocefin hydrolysis, epi-absorbance fluorescence; inhibition, % at 5.6 µM; actives 0.89% (n = 290,000); AID 1527, 2009;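 active means inhibition above the mean of all tested compounds plus 3 SD, cutoff set per screening run, cut at about 7.5% in these data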;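 further: red hydrolysis product quenches plate fluorescence so inhibitors raise well fluorescence; 0% = enzyme with DMSO and 100% = DMSO without enzyme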
SUMO HTRF inh – inhibitors of in vitro SUMOylation cascade, primary screen, biochemical, HTRF, uHTS | SUMO-conjugating enzyme UBC9 (Homo sapiens), P63279 | HTRF SUMOylation assay, SAE1/SAE2 + UBC9 | inhibition, % at 35 µM | actives 0.36% (n = 290,000) | AID 2006, 2009; in the data active means inhibition above about 50%, passing the limit was not always enough; further: strong numbers were not always called active
IDE cell activ – human IDE activators in live cells, primary screen, fluorescence polarization, HEK cells, FAbeta-B substrate; Insulin-degrading enzyme (Homo sapiens), P14735; FAbeta-B cleavage; 0% vehicle, 100% cell-free pure enzyme wells; activation, % at 5.96 µM; actives 0.073% (n = 340,000); AID 493087, 2011;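 active means activation above the mean of all tested compounds plus 3 SD, set per screening campaign, cut at about 17% in these data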
Target sequence (P14735 whole entry, looked up): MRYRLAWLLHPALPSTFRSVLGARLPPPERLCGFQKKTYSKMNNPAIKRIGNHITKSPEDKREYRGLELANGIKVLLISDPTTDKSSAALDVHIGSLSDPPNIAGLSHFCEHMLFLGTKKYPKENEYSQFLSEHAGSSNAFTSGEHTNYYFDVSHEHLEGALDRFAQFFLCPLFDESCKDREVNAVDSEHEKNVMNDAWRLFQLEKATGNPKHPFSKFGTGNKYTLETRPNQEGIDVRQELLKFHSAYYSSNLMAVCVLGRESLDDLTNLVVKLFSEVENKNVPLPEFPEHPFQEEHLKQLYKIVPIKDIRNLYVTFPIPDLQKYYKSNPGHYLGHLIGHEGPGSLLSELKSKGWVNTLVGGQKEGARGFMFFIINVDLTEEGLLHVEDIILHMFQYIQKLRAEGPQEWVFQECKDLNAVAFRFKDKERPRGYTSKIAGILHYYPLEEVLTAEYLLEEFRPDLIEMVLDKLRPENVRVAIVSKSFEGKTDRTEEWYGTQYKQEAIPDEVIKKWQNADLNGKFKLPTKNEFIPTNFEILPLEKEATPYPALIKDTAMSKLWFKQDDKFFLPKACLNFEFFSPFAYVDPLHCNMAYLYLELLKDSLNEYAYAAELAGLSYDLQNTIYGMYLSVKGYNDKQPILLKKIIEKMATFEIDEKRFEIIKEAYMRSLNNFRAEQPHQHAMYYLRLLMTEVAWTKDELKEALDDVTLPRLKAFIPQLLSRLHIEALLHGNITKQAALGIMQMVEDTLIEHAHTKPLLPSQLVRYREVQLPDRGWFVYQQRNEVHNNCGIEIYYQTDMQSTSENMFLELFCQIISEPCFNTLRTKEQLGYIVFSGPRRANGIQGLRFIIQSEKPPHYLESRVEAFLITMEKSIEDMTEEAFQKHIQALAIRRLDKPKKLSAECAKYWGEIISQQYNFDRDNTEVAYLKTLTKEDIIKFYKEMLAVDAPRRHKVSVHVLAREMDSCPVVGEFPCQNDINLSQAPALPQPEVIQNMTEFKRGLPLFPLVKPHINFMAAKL
HCV NS3 hel inh – inhibitors of HCV NS3 helicase, primary screen, biochemical, Cy5 molecular beacon fluorescence | Hepatitis C virus NS3 helicase | NS3 helicase DNA unwinding | inhibition, % at 10.9 µM | actives 0.56% (n = 290,000);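 active means inhibition above the mean of all tested compounds plus 3 SD, set per campaign, cut at about 35% in these data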;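 further: 0% = DMSO wells and 100% = thioflavine S control wells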
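Material: hepatitis C virus NS3 helicase domain fragment enzyme; measured by: Cy5 fluorescence, 0 and 60 min reads; control set: DMSO and thioflavine S; incubation: 60 min unwinding reaction at 25 °C after ATP addition; read-out basis: % inhibition from 60/0 min fluorescence ratio, DMSO 0%, thioflavine S 100%; repeats: singlicate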
PfM18AAP inh – PfM18AAP inhibitors, malaria aminopeptidase, primary screen, biochemical, QFRET, recombinant enzyme; M18 aspartyl aminopeptidase (Plasmodium falciparum 3D7); H-Glu-NHMec fluorogenic cleavage; inhibition, % at 7.35 µM; actives 1.2% (n = 290,000); AID 1822, 2009;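 active means inhibition above the campaign mean inhibition over all tested compounds plus 3 SD, cut at about 28% in these data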;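 further: 0% = plate median of test compound wells and 100% = 2 mM ZnCl2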
IDE inh – human IDE inhibitors in live cells, primary screen, fluorescence polarization, HEK cells, FAbetaB substrate | Insulin-degrading enzyme (Homo sapiens), P14735 | FAbetaB cleavage | inhibition, % at 5.59 µM | actives 0.41% (n = 320,000) | AID 434962, 2010;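 active means percent inhibition above the average of all tested compounds plus 3 SD, set per screening campaign, cut at about 16% in these data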;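 further: IDE supplied by intact live HEK cells; FP after avidin binding of uncleaved biotin substrate so inhibition keeps polarization high; 0% = DMSO wells and 100% = 60 µM reference IDE inhibitor Ii1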
pCIP destab – p/CIP-EGFP fusion destabilizers, primary screen, fluorescence, F442A cells | Q05BA5 | 16 h | decrease of EGFP signal, % at 10 µM | actives 0.01% (n = 290,000) | AID 1984, 2009;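 active means EGFP signal decrease of at least 30% at 10 µM or well 3 SD below plate mean, unless failing retest; inactive means the rest, including hits failing retest or dose response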; further: some compounds called inactive have numbers as strong as hits; many of its hits are not listed in these tables
IMP-1 inhibitor – IMP-1 metallo-beta-lactamase inhibitors, primary screen, biochemical, epi-absorbance readout, Pseudomonas aeruginosa enzyme; metallo-beta-lactamase IMP-1 (Pseudomonas aeruginosa); purified IMP-1, nitrocefin hydrolysis, epi-absorbance fluorescence; inhibition, % at 5.6 µM; actives 0.45% (n = 290,000);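 active means inhibition above the mean plus 3 SD of all compounds in the same screening run, cut at about 4.5% in these data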;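 further: 0% = IMP-1 with DMSO and 100% = DMSO wells lacking enzyme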
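System: Purified recombinant IMP-1 metallo-beta-lactamase enzyme | Measured by: Fluorescence quenching readout, ex 480/em 530 nm | Replication: Singlicate | Incubation: 15 min preincubation plus 25 min reaction at 25 °C | Evaluation: Percent inhibition from optical density relative to buffer-blank wells | Benchmarks: DMSO with and without IMP-1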
FID counter – compounds displacing fluorescent DNA intercalator, primary screen, artefact control for HCV NS3 helicase inhibitor project, biochemical, FID fluorescence; DNA fluorescent intercalator displacement; inhibition, % at 7.9 µM; AID 1845, 2009; actives 0.17% (n = 290,000); in the data active means inhibition above about 37%;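 further: 0% = vehicle and 100% = reference compound; higher means more ethidium bromide displaced from hairpin DNA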
The depositor's hits bear a star; · = not tested or not shown.

SMILES	VIM-2 inhibitor	SUMO HTRF inh	IDE cell activ	HCV NS3 hel inh	PfM18AAP inh	IDE inh	pCIP destab	IMP-1 inhibitor	FID counter
COc1ccc(-c2csc(NC(=S)NC(=O)c3cccs3)n2)cc1Br	-2.2	30	·	-2	-17	5	-16	-1.0	0
Cc1cc([N+](=O)[O-])nn1CCCC(=O)Nc1cc(Oc2ccc(F)cc2)cc([N+](=O)[O-])c1	-2.0	1	5	-1	3	-2	-1	-2.7	-3
CCOC(=O)C(=O)/C(=C\N(C)C)c1onc(-c2c(F)cccc2Cl)c1C(=O)OC	-1.9	1	1	7	1	3	-2	-1.9	-12
CN(/C(=N\S(=O)(=O)c1ccccc1)c1ccccc1)c1ccc(O)cc1	-5.4	12	9	4	0	-3	-2	-4.9	-21
CN(CC(=O)Nc1ccccn1)S(=O)(=O)c1ccc(Cl)cc1	-0.7	-20	0	1	2	7	-35	-4.2	-5
CCCS(=O)(=O)N1CCN(CC2CC=CCC2)CC1 (stereo unspecified)	-3.9	19	8	3	6	3	-1	-0.6	-1
O=C(Nc1ccon1)c1cccc(S(=O)(=O)N2CCCCCC2)c1	-2.5	1	5	6	-8	1	7	0.8	-7
O=C(Nc1ccc2c(c1)OCO2)N1CCN(c2ccccc2)CC1	-1.6	20	-1	1	-1	7	-7	-2.6	-2
CCCn1c(SCc2cc(=O)[nH]c3ccccc23)nc2c1c(=O)n(C)c(=O)n2C	·	13	4	·	·	7	-10	·	·
O=c1[nH]c(=O)n(Cc2ccco2)c2c1C(C(F)(F)F)(C(F)(F)F)N=C(C1CCCCC1)N2	-0.5	-5	1	4	5	8	0	-0.1	-2
COc1ccc(S(=O)(=O)N2CCCCC2)cc1NC(=O)c1ccc2c(c1)OCO2	-1.0	-16	8	-4	4	1	-1	-4.1	-6
CCN(CC)S(=O)(=O)c1ccc(N/N=C/c2ccc(O)cc2)nc1	-2.3	8	-3	-5	1	3	-11	-3.3	-9
CC(C(=O)Nc1ccccc1Br)c1ccc([N+](=O)[O-])cc1 (stereo unspecified)	0.4	18	3	9	-5	4	-6	-2.6	-3
O=c1[nH]c(/C=C/c2ccc(Br)cc2)nc2ccccc12	1.5	22	3	-1	6	-1	-3	-2.4	-9
CC(C)(C)C(=O)Nc1ccc(-c2cn3ccsc3n2)cc1	-1.7	17	2	-6	10	6	-5	-0.5	2
COc1ccc(CCC(C)NCc2ccc(F)cc2)cc1 (stereo unspecified)	0.6	6	1	-6	-10	1	-1	1.4	7
CCN(CCN(C)C)C(=O)C1CCN(S(=O)(=O)c2c(C)noc2/C=C/c2ccccc2F)CC1	2.3	·	0	-55	-4	7	-7	-2.6	29
CCc1ccc2[nH]c(C(=O)Nc3ccc4c(c3)OCO4)cc2c1	-3.6	13	-1	-7	5	1	4	-2.6	-9
CC(C)N(Cc1cnn(C)c1)Cc1nc(-c2ccc(Cl)cc2)no1	-1.4	6	3	3	-1	5	0	-1.7	-23
COc1ccc(Nc2ccc3c(c2)=NC2(CCCCC2)[N+]=3[O-])cc1	-2.2	46	0	8	12	-4	-30	-3.7	9
Cc1cc(C)cc(NC(N)=S)c1	1.0	4	5	-5	-9	-2	5	1.9	0
N/C(=N\OC(=O)c1cc(-c2ccccc2)nc2ccccc12)c1ccc(Cl)cc1	1.3	7	0	1	12	-2	-3	-0.6	-2
Cc1cccnc1NC(=O)c1ccccc1NC(=O)C(C)(C)C	0.9	-4	6	2	-2	-3	4	1.2	-12
COc1ccc(OCC(=O)NCCS(=O)(=O)N2CCN(c3ccc(F)cc3)CC2)cc1	-1.6	5	4	1	2	1	5	0.6	-46
O=C(c1cccc(N2C(=O)c3ccccc3C2=O)c1)N1CCCCCC1	-1.7	17	-3	-6	3	7	4	-1.7	-18

As a working copy, some entries already given.
SMILES	VIM-2 inhibitor	SUMO HTRF inh	IDE cell activ	HCV NS3 hel inh	PfM18AAP inh	IDE inh	pCIP destab	IMP-1 inhibitor	FID counter
Cc1cc(C)cc(NC(N)=S)c1	1.0	4	5	-5	-9	-2	5	1.9	0
N/C(=N\OC(=O)c1cc(-c2ccccc2)nc2ccccc12)c1ccc(Cl)cc1	1.3	7	0	1	12	-2	-3	-0.6	-2
Cc1cccnc1NC(=O)c1ccccc1NC(=O)C(C)(C)C	0.9	-4	6	2	-2	-3	4	1.2	-12
COc1ccc(OCC(=O)NCCS(=O)(=O)N2CCN(c3ccc(F)cc3)CC2)cc1	-1.6	5	4	1	2	1	5	0.6	-46
O=C(c1cccc(N2C(=O)c3ccccc3C2=O)c1)N1CCCCCC1	-1.7	17	-3	-6	3	7	4	-1.7	-18

Later entries
SMILES	VIM-2 inhibitor	SUMO HTRF inh	IDE cell activ	HCV NS3 hel inh	PfM18AAP inh	IDE inh	pCIP destab	IMP-1 inhibitor	FID counter
CCCC1(C(=O)OCC)NC(c2cc(OC)c(OC)c(OC)c2)C2C(=O)N(CC)C(=O)C21 (stereo unspecified)	-5.2	4	4	-4	8	8	-5	-1.7	-13
CCCCCCCNc1cccc(C)c1	-3.0	8	2	-4	-2	0	2	-2.9	-3
NC(=O)c1cc(S(=O)(=O)N2CCCCC2)cs1	-1.8	13	3	-7	-11	0	-10	-0.4	-3
CC1(C)N([O-])c2cc([N+](=O)[O-])ccc2[N+]1=O	-3.6	25	·	15	10	-4	-14	-2.9	-2
Cn1nccc1C(=O)OCC(=O)Nc1ccc(S(N)(=O)=O)cc1	-3.7	-8	3	10	1	4	1	-2.8	-1
CC(C)(C)SCCNC(=O)c1ccccc1	-1.1	15	5	0	-3	-3	0	-3.9	-3
CCOC(=O)c1csc(NC(=O)CC2CCCC2)n1	-5.4	4	1	2	6	-6	-8	-4.3	-7
O=C(O)CC(NC(=O)C1CCCCC1)c1ccc(OC2CCCC2)cc1 (stereo unspecified)	-3.5	14	3	-1	-5	3	-7	-1.8	-31
CCN1CCN(C(=S)Nc2ccc3nc4n(c(=O)c3c2)CCCCC4)CC1	-0.8	14	2	4	9	2	0	-3.1	-3
Cc1sc(NC(=O)c2ccco2)c(C(c2ccccc2)N2CCC(C)CC2)c1C (stereo unspecified)	-2.3	3	3	1	3	5	-9	-2.7	-9
CCCCCCn1nc(C(=O)OCC(=O)c2c(N)n(C)c(=O)n(C)c2=O)c2ccccc2c1=O	1.8	-31	-6	-5	-3	4	10	0.2	-3
Cc1nc(-n2nnc3ccccc32)c2c3c(sc2n1)CCCC3	-0.6	20	5	7	-6	3	-14	-4.5	4
CC(C)Cc1nnc(NC(=O)CCC(=O)Nc2ccc3cn[nH]c3c2)s1	-3.3	12	2	-24	2	1	1	-3.4	-16
CN1CCCN(C2C3CC4CC(C3)CC2C4)CC1 (stereo unspecified)	-1.4	1	-1	7	1	-4	-11	-1.7	19
Cc1nc(N)c(C#N)c(-c2ccccc2)c1C	1.1	21	-3	-4	-4	10	3	0.5	-8
COc1cc(/C=N/N2CCN(c3ccccc3OC)CC2)ccc1O	-2.5	6	0	4	5	-1	-2	-2.1	-2
O=C(NCSC1=NCCS1)c1ccccc1	-3.1	19	-1	-2	2	4	-4	-5.2	1
O=C(N/N=C\c1cc2c(cc1Cl)OCO2)c1cccnc1	-2.6	22	6	-2	7	-3	-4	-2.6	-11
CC1CN(C(=O)CCC(=O)NCCCN2CCC(Cc3ccccc3)CC2)c2cc(Cl)ccc2O1 (stereo unspecified)	-6.4	-1	-1	-79	-5	-2	4	-2.9	41*
CCCCSC1(SCCCC)N=C(N)C2(C#N)C(c3ccccc3)NC(C)=C(C)C12C#N (stereo unspecified)	-2.6	10	1	2	4	-7	0	-2.8	0
Cc1cc(Br)c(OCc2ccc(C(=O)N/N=C3\CC(=O)CC(C)(C)C3)cc2)c(Br)c1	-2.6	21	2	10	-6	2	4	-2.7	-12
CN(C)c1c([N+](=O)[O-])cc2[nH]c(=O)[nH]c2c1[N+](=O)[O-]	-0.3	2	7	1	7	6	9	-1.1	5
CCn1c(C)[n+](Cc2ccccc2)c2ccc(C(=O)OC)cc21	-1.1	13	1	17	-10	0	-10	-3.2	6

A different layout for part of the listing above.
Compound | VIM-2 inhibitor | SUMO HTRF inh | IDE cell activ | HCV NS3 hel inh | PfM18AAP inh | IDE inh | pCIP destab | IMP-1 inhibitor | FID counter
O=C(O)CC(NC(=O)C1CCCCC1)c1ccc(OC2CCCC2)cc1 (stereo unspecified) | -3.5 | 14 | 3 | -1 | -5 | 3 | -7 | -1.8 | -31
CCN1CCN(C(=S)Nc2ccc3nc4n(c(=O)c3c2)CCCCC4)CC1 | -0.8 | 14 | 2 | 4 | 9 | 2 | 0 | -3.1 | -3
Cc1sc(NC(=O)c2ccco2)c(C(c2ccccc2)N2CCC(C)CC2)c1C (stereo unspecified) | -2.3 | 3 | 3 | 1 | 3 | 5 | -9 | -2.7 | -9
